S2 tox: cell viability loss in ATXN counter-screen | S2 cells (HEK-293 line with an ATXN2-luciferase reporter) viability, CellTiter-Fluor protease fluorescence, 24 h | Potency, µM (doses to about 56.7 µM), most hits filed as cytotoxic | 0.49% of 400,000 active; further: potency means the concentration at half of the fitted maximal effect; nearly all actives have a fitted effect of over 40% in size
A549 viability: kills or reduces viability of A549 cells in Nrf2 counter-screen; Potency, µM (highest dose often 46 µM), inactives show at the top dose activity change, negative = cytotoxicity, actives largely listed as inhibitors; 0.16% of 390,000 active; A549 ARE-Fluc cells, CellTiter-Fluor viability, 18-24 h; AID 504648; further: potency means the concentration at half of the fitted maximal effect; on the % scale 0 is the no-effect control and ±100 the full control effect
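A549 ARE_Fluc cells in 5% FBS OPTI-MEM were exposed to compounds in concentration-response for 18-24 h at 37 deg C. Viability was read by CellTiter-Fluor fluorescence (Ex 405/Em 525) after 30 min, before the luciferase read.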
pAkt inh: Akt phosphorylation inhibition. Neuro2A IGF-stimulated pAkt S473 HTRF, 20 min; active compounds read low. activity change, % for hits at 50 µM. 0.32% of 360,000 active. AID 651550; in the data active means activity change below about -80%; inconclusive means mostly about -51% to -80%; further: on the % scale 0 is the no-effect control and ±100 the full control effect
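Neuro2A cells in DMEM with 0.5% FBS, overnight at 37 deg C, given compound at single 50 µM final, then IGF (6 nM final) for 20 min at 37 deg C. Lysed; phospho-Akt Ser473 by HTRF after 24 h, 665/615 ratio.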
Nrf2 inh: blocks Nrf2 signaling | A549 ARE-Fluc reporter, luciferase luminescence, 18-24 h | Potency, µM (top dose mostly 46 µM), inactives show at the top dose activity change, negative = inhibition, hits mostly inhibitors | 2.1% of 360,000 active | AID 504444; further: potency means the concentration at half of the fitted maximal effect; on the % scale 0 is the no-effect control and ±100 the full control effect; nearly all actives have a fitted effect of over 60% in size
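Nrf2 function is reported as luminescence of an ARE-controlled luciferase in A549 cells. Compounds were tested at several concentrations, and a CellTiter-Fluor read on the same wells flagged cytotoxicity.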
HepG2 viability: kills HepG2 cells in TGF-b inhibitor counter-screen; 0.76% of 410,000 active; Potency, µM (highest dose often 46.1 µM), inactives show at the top dose activity change, negative = cytotoxicity, actives largely listed as cytotoxic; HepG2 CAGA-GFP viability, ATP luminescence, 18 h; further: potency means the concentration at half of the fitted maximal effect; some results filed as inactive show a strong effect at the top dose
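CellTiter-Glo luminescence gave cytotoxicity after 18 hours at 37 degrees C. The cells were HepG2 CAGA-GFP in 1% FBS DMEM, stimulated with 500 pg/mL TGF-beta after compound addition. %Activity was normalised to no-cell wells (complete cell-killing) and DMSO (no toxicity), and curves were fitted and classified.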
TGFb SMAD3 inh: inhibitors of TGF-b signaling | HepG2 CAGA-GFP TGF-b/SMAD3 reporter, GFP fluorescence, 18 h; TGF-beta stimulated, 500 pg/mL final | Potency, µM (titrated, usually from 46.1 µM), for the others: top-dose activity, negative = inhibition, hits mostly inhibitors | 1.2% of 410,000 active; further: potency means the concentration at half of the fitted maximal effect; on the % scale 0 is the no-effect control and ±100 the full control effect; nearly all actives have a fitted effect of over 65% in size
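Using HEPG2 CAGA-GFP reporter cells at 1000 cells/well, we pinned test compounds, stimulated with recombinant TGF-beta (500 pg/mL final) and measured total well GFP after 18 h.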
Nrf2 ARE act: activates Nrf2 signaling; AREc32 ARE-luciferase reporter (MCF7-derived line), luminescence, 24 h; Potency, µM (doses to about 46.1 µM), without a hit: at the highest dose activation, hits mostly activators; 0.31% of 410,000 active; further: potency means the concentration at half of the fitted maximal effect; % of control where 0% means no effect; nearly all actives have a fitted effect of over 65% in size
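ARE activation measured as luciferase luminescence (Steady-Glo, 30 min RT) in AREc32_Fluc cells after 24 hr compound exposure at 37 deg C, 5% CO2; cells seeded overnight at 1000/well in OPTI-MEM, 5% FBS.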
MmCpn inh: blocks the Methanococcus maripaludis chaperonin Mm-Cpn | purified Mm-Cpn ATPase, ADP Transcreener TR-FRET | 0.031% of 330,000 active | Potency, µM (highest dose often 76.9 µM), without a hit: at the top dose activity, negative = inhibition, most hits filed as inhibitors | AID 504842; further: potency means the concentration at half of the fitted maximal effect; on the % scale 0 is the no-effect control and ±100 the full control effect; nearly all actives have a fitted effect of over 80% in size
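Eu-cryptate anti-ADP/ADP-d2 competition gives a ratio inversely related to ADP. Enzyme at 25 nM was pre-exposed to compound for 10 min, then given 10 uM ATP for 30 min, 37°C throughout.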
CCT chaperon mod: changes cytosolic chaperonin activity; activity change, % (test concentration not listed), hits read low; AID 651819; 0.3% of 360,000 active; purified chaperonin ATPase assay, HTRF ADP detection, 30 min; in the data active means activity change below about -30%; further: on the % scale 0 is the no-effect control and ±100 the full control effect
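TRiC at 40 or 20 nM final (batch-dependent) in 30 mM Tris pH 7.4, 100 mM KCl, 5 mM MgCl2, 1 mM DTT, with compound at single 76 uM and 10 uM ATP, 30 min at 37 deg C. ADP detected by HTRF Transcreener, 665/615 ratio.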
* marks the source's active call; other numbers are inactive results; i = inactive; ? = inconclusive; nt = not tested or not shown. Unless noted, the call rests on the fitted dose curve; in most records, active means well fitted curve in the direction sought with a large enough effect; inconclusive means small, poorly fitted or top-dose-only effect, or another doubt; inactive means no such curve, though single readings can be large; an effect the other way counts as inactive or inconclusive.

Each structure is followed by: CCT chaperon mod, TGFb SMAD3 inh, pAkt inh, MmCpn inh, Nrf2 inh, S2 tox, HepG2 viability, A549 viability, Nrf2 ARE act
CC(C)=CCOc1c2ccoc2c(OCC=C(C)C)c2oc(=O)ccc12
 : -2.9, ?, i, -1.1%, 0.6%, i, -36.2%, 5.7%, -0.4%
N#CC(c1ccc(F)cc1)c1ccc(C(=O)c2ccc(F)cc2)cc1 (centres undefined)
 : -0.7, -17.6%, i, -1.7%, 14.6µM*, i, -9.1%, -10.5%, 4.3%
COC(=O)c1cc2c(=O)n3ccccc3nc2n(Cc2cccnc2)c1=N
 : -0.2, -8.5%, i, nt, 12.8%, nt, -0.9%, 17.0%, 0.2%
CC(C)c1ccc(NC(=O)Cn2cc(S(=O)(=O)Cc3cccc(Cl)c3)c3ccccc32)cc1
 : nt, ?, nt, nt, ?, nt, -46.3%, -4.7%, -0.8%
Cc1ccc2c(c1)c(N=Nc1ccc([N+](=O)[O-])cc1)c(O)n2C
 : 2.5, 12.1%, i, -1.5%, -1.5%, i, -30.2%, 2.0%, 5.3%
COc1cccc(-c2ccc3c(N)c(C(=O)Nc4ccc(C)c(F)c4)sc3n2)c1
 : nt, 0.6%, nt, nt, -20.9%, nt, -4.5%, ?, 0.5%
O=C(NCCCN1CCCCC1)c1[nH]c2ccccc2c1Sc1ccc(Cl)cc1
 : nt, ?, nt, nt, 0.9%, nt, 12.6µM*, -7.2%, -1.5%
Cc1ccc(CNC(=O)C2CCCN(c3nn4cc(-c5ccc(C)cc5)nc4s3)C2)cc1 (centres undefined)
 : nt, -12.2%, nt, nt, ?, nt, 5.5%, 11.7%, 4.2%
COc1ccc([C@H]2CC(=O)C=C(c3ccc4c(c3)sc3ccccc34)C2)cc1
 : -1.9, ?, i, -0.1%, -2.9%, i, 0.9%, 13.0%, 3.0%
Cc1ccc(-n2c(C(C)C)nc3oc4ccccc4c(=O)c3c2=O)cc1
 : -5.2, -22.2%, i, ?, ?, i, -0.5%, -3.8%, ?
CC(C)(C)C(=O)NC1=NCCS1
 : -5.6, -6.1%, i, 0.5%, -19.3%, i, -0.1%, -7.1%, -0.4%
O=C(CCCOc1ccc(Cl)cc1Cl)N/N=C\C1CCCCC1
 : -2.0, -22.4%, i, -0.7%, 10.5%, i, -10.2%, 18.4%, 1.9%
O=C1NC(=Nc2ccccc2)c2c1cccc2[N+](=O)[O-]
 : -2.0, 4.3%, i, -0.3%, -9.7%, i, -20.9%, 1.4%, 8.7%
COc1ccc(-n2c(C)cc(SC)c(C(C)=O)c2=S)cc1
 : 1.5, -12.9%, i, 2.8%, nt, i, 3.1%, 5.0%, -0.3%
O=C(O)CCCN1C(=O)c2cccc3cccc(c23)C1=O
 : 1.3, -1.3%, i, 0.3%, -21.1%, i, -3.5%, 1.2%, -0.5%
Cc1nn(-c2ccccc2)c2c1C1(C(=O)Nc3ccccc31)N1C(=N2)Sc2ccccc21 (centres undefined)
 : -2.0, ?, i, 1.6%, nt, ?, -13.3%, ?, 4.1%
CCN1CC(CN(C)Cc2nc(Cc3ccccc3)no2)CC1=O (centres undefined)
 : -2.1, -5.0%, i, -8.1%, 0.9%, i, -3.1%, 0.5%, -0.1%
Cc1c(C(=O)NCc2ccccc2CN2CCCC2)oc2ccc(F)cc12
 : -0.8, 8.7%, i, -0.1%, 6.1%, ?, -18.3%, 1.3%, 5.5%
CC(=O)c1ccc(N2Cc3ccccc3C3(CCOCC3)C2=N)cc1
 : 1.0, 9.5%, i, -1.6%, 0.1%, i, 26.3%, -6.5%, -0.5%
Cc1ccc(S(=O)(=O)N2CCN(c3ccccc3)CC2)cc1C
 : 1.5, -8.0%, i, -13.2%, -9.9%, i, -0.2%, 5.2%, -0.7%
CCN(CC)C(=O)Cn1cc(S(=O)(=O)CC(=O)Nc2ccccc2F)c2ccccc21
 : 0.0, 0.8%, i, nt, ?, i, 4.9%, 0.2%, 0.0%
COc1ccc(S(=O)(=O)Nc2ccc(S(=O)(=O)N3CCCCC3)cc2)cc1
 : -1.7, -13.4%, i, -0.2%, -19.4%, i, -2.8%, 0.1%, 0.3%
Cc1onc(-c2c(F)cccc2Cl)c1C(=O)NCc1ccco1
 : 0.9, 6.3%, i, -1.5%, 17.6%, i, -0.8%, 11.6%, 2.2%
CNC(=O)/C(=C\C=C\c1ccccc1)NC(=O)c1ccc([N+](=O)[O-])cc1
 : -1.9, 2.4%, i, -2.2%, nt, i, -39.0%, -0.7%, 2.5%
CC1CCCN(c2nc3c(c(=O)[nH]c(=O)n3C)n2Cc2ccccc2Cl)C1 (centres undefined)
 : -1.4, ?, i, 2.3%, -11.5%, ?, -22.5%, -8.7%, 0.5%
C=CC1CN(C(=O)OCC(Cl)(Cl)Cl)C2CC3c4ccc(OC)cc4NC3C3CC1C2CO3 (centres undefined)
 : -1.2, ?, i, nt, ?, ?, -28.4%, -2.4%, 3.6%
CCOc1ccc(CN2CCNC(=O)C2CC(=O)NC2CCOCC2)cc1 (centres undefined)
 : -0.9, -12.3%, i, -4.1%, 2.3%, i, -11.2%, -1.5%, 0.3%
Cc1ccc(NC(=O)c2ccc3ccccc3n2)cc1S(=O)(=O)N(C)C
 : -0.3, 11.1%, i, -11.9%, ?, i, 6.1%, -6.1%, 0.5%
CN(C)CCCN1C(=O)C(=O)/C(=C(/O)c2ccncc2)C1c1ccccc1 (centres undefined)
 : -1.0, 22.8%, i, 0.8%, 1.4%, i, 9.7%, -0.9%, -0.2%
CSc1ccccc1C(=O)OCC(=O)NCCN1C(=O)CSC1=O
 : -3.2, -4.2%, i, -1.7%, -0.5%, i, -4.2%, 6.2%, -0.1%
O=C(Nc1cccc(-c2nc3ncccc3o2)c1)c1ccc2c(c1)OCO2
 : 2.3, 5.1%, i, nt, -0.7%, i, -9.2%, -2.4%, -0.9%
O=C(COC(=O)CCSc1ccc(Cl)cc1)NCc1ccccc1Cl
 : -1.4, 9.4%, i, 0.6%, 3.6%, i, 5.9%, 10.5%, -0.4%
COc1ccc(NCc2nnc(SCC(=O)N3CCCc4ccccc43)o2)cc1
 : 0.9, 1.6%, i, -1.8%, 12.8%, ?, -7.6%, -3.9%, 0.2%
Cc1ccccc1NC(=O)c1c(C)[nH]c(=S)c(C#N)c1-c1ccc(Cl)cc1
 : -2.6, 8.3%, i, -13.7%, 6.6%, i, -3.4%, 2.5%, 2.2%
O=C(CN1C(=O)C2CCCCN2c2ccc(C(=O)N3CCCC3)cc21)NCc1cccc(Cl)c1 (centres undefined)
 : nt, -26.3%, nt, nt, nt, i, 0.3%, -1.3%, 0.4%
CCc1ccccc1NC(=O)CSc1nc2ccccc2n1CC(=O)N(C)C
 : 1.4, -13.0%, i, -1.4%, 0.7%, i, 4.2%, 3.3%, -0.2%
CCOCCCNC(=O)c1ccc2c(=O)n(CCc3ccc(OC)c(OC)c3)c(=O)[nH]c2c1
 : nt, 6.5%, nt, nt, nt, i, 4.4%, 0.2%, -0.7%
O=C(OCC(=O)N1CCc2ccccc21)c1ccc(Br)o1
 : 0.1, 18.0%, i, 0.9%, 16.2%, ?, 10.3%, -1.0%, -0.9%
O=C(O)C1CCC(=O)N1Cc1ccccc1Cl (centres undefined)
 : -0.5, -4.2%, i, -0.6%, -0.8%, i, 6.0%, 0.8%, -0.1%
Cc1c(-c2ccccc2)[n+](=O)c(-c2ccc(Br)cc2)c(C)n1[O-]
 : -0.5, -2.5%, i, -3.2%, 7.9%, i, -0.1%, 1.3%, -0.1%
Cc1cc(C(=O)COC(=O)C2COc3ccccc3O2)c(C)n1CC1CCCO1 (centres undefined)
 : 0.5, 2.9%, i, -0.6%, 2.4%, ?, 5.4%, -2.9%, 0.1%
C=CCNCC(O)COc1ccc(C(C)=O)cc1OC (centres undefined)
 : 0.0, -1.9%, i, -1.7%, 14.7%, i, 23.2%, 0.2%, -0.8%
COc1cc(C(=O)N2CCN(Cc3ccccc3C(F)(F)F)CC2)cc(OC)c1OC
 : -2.1, ?, i, 2.4%, -20.9%, i, -12.2%, 1.0%, 0.3%
Cc1ccsc1C(=O)OCC(=O)Nc1sccc1C(N)=O
 : -1.8, -3.2%, i, 0.1%, 5.7%, i, -15.1%, -10.2%, 2.6%
CC(C)CCNC(=O)NC(=O)COc1ccccc1C#N
 : -1.0, -1.3%, i, 0.1%, ?, i, -9.5%, 2.3%, -0.6%
CCCCN(C=O)c1c(CC)nc2ccc(C(=O)NCc3cccs3)cn12
 : -1.8, 1.0%, i, nt, nt, i, -23.0%, nt, -0.4%
CN(C)c1ccc(/C=C2\C(=N)N3N=C(CC(=O)N4CCCCC4)SC3=NC2=O)cc1
 : 0.5, 24.6%, i, 1.4%, 0.9%, i, 7.9%, 0.0%, -0.2%
COc1ccc(NC(=O)COC(=O)CC2Sc3ccccc3NC2=O)cc1 (centres undefined)
 : -3.1, 14.6%, i, -2.4%, ?, i, 1.5%, -11.0%, 3.2%
CCOc1cc(CO)ccc1OCC(=O)N1CCCCC1
 : -1.6, -5.8%, i, 1.4%, -3.7%, ?, 4.0%, -5.8%, -0.8%
O=C(Nc1cccc2ccccc12)c1ccccc1NS(=O)(=O)c1cccc2cccnc12
 : -2.7, -13.6%, i, -8.1%, -1.9%, i, 4.4%, -3.6%, -0.2%
CCC(=O)Nc1ccc2oc(-c3cccnc3)nc2c1
 : 2.3, -4.5%, i, ?, 11.3%, i, -6.0%, 2.1%, 0.6%
O=C(N/C(=C/c1ccc(Br)cc1)C(=O)N1CCOCC1)c1cccs1
 : -0.4, -12.3%, i, -8.0%, 5.1%, i, -6.0%, -2.9%, 0.2%
CCOC(=O)/C=C/C(=O)Nc1ccc(S(=O)(=O)N(C)c2ccccc2)cc1
 : -0.5, ?, i, 0.7%, -0.7%, i, -2.5%, -3.6%, ?
